# TcdB inh: inhibitors of Clostridioides difficile toxin B glycohydrolase; TcdB glycohydrolase enzymatic assay, plate reader; inhibition, % at 9.99 µM; actives 0.24% (n = 350,000); in the data active means inhibition above about 10%
# Target sequence (P18177 whole entry, looked up): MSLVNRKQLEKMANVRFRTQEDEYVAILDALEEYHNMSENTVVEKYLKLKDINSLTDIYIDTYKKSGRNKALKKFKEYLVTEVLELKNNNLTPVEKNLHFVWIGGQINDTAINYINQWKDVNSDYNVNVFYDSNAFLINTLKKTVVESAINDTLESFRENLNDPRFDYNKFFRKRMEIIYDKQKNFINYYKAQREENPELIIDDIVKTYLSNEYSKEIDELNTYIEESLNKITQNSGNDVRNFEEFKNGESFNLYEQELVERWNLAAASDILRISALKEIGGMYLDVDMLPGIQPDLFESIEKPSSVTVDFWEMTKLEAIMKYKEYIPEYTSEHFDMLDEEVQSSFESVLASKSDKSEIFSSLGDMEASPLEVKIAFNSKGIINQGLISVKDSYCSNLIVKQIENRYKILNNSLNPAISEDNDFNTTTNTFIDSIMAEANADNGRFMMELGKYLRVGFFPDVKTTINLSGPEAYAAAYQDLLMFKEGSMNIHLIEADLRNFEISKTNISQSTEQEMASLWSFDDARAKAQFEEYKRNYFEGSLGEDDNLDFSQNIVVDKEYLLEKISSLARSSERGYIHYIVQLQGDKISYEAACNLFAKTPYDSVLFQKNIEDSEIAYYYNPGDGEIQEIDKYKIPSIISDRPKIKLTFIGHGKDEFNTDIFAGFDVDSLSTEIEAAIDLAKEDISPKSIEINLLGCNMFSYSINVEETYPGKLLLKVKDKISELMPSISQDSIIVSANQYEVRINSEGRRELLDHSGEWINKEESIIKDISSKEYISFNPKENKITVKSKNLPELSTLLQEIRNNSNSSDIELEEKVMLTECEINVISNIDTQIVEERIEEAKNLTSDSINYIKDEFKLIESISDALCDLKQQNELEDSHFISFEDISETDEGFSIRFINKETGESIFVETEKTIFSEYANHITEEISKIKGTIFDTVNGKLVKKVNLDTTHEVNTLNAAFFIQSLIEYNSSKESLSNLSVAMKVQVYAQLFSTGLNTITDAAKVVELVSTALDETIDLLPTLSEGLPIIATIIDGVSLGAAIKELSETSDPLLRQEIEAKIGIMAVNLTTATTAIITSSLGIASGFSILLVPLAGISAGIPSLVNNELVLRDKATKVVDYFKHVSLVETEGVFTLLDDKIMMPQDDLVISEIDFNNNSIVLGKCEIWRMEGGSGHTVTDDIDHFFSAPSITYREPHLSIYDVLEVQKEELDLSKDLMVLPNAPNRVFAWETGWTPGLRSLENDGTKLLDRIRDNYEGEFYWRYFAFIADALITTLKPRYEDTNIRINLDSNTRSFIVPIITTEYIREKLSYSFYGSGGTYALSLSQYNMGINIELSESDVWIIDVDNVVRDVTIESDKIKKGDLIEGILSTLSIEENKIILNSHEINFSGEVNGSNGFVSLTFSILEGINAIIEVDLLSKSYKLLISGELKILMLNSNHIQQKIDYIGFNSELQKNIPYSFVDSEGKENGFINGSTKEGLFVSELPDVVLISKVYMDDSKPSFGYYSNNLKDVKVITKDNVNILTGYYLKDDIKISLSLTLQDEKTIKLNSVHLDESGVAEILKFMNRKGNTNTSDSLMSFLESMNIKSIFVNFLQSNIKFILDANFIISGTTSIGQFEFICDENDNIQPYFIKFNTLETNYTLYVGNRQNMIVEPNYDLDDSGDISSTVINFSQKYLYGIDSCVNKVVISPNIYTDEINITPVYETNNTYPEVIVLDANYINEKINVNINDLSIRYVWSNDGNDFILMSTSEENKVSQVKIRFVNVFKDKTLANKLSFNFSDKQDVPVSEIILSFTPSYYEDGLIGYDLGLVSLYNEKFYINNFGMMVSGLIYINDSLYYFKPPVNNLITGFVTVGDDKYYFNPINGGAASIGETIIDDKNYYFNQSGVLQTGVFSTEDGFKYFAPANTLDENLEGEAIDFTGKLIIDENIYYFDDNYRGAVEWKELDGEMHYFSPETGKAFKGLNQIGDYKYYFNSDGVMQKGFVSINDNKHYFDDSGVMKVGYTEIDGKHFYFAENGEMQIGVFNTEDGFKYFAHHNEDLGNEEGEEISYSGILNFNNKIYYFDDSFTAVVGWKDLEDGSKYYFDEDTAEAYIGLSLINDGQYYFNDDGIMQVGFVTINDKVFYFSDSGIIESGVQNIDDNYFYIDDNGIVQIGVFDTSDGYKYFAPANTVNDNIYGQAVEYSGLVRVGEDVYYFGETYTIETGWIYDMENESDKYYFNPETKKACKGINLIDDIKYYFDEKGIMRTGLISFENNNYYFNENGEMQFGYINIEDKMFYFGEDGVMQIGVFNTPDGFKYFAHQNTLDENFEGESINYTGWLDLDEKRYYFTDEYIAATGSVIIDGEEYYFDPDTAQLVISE
# Starred values were filed as active, the others as inactive.
SMILES,TcdB inh
C[C@H]1CN([C@@H](C)CO)C(=O)c2cccc(NS(=O)(=O)c3ccc(Cl)cc3)c2O[C@@H]1CN(C)C(=O)Nc1cccc2ccccc12,-1.9
COCCNC(=O)C[C@H]1C[C@H]2c3cc(NC(=O)Nc4ccccc4)ccc3O[C@H]2[C@@H](CO)O1,-0.6
O=C(N[C@H]1C=C[C@@H](CC(=O)N2CCOCC2)O[C@H]1CO)c1ccccn1,0.9
C[C@@H]1CCCCO[C@H](CN(C)C(=O)Nc2cccc3ccccc23)[C@H](C)CN([C@@H](C)CO)C(=O)c2cc(NC(=O)c3ccncc3)ccc2O1,0.6
C[C@@H]1CCCCO[C@H](CN(C)C(=O)Nc2ccccc2)[C@@H](C)CN([C@H](C)CO)C(=O)c2cc(NC(=O)c3ccncc3)ccc2O1,-0.4
COc1ccc(-c2ccc(C3[C@H]4CNC[C@@H]3N4Cc3cc(F)ccc3F)cc2)cc1 (stereo partly specified),-0.2
C[C@H]1CN([C@@H](C)CO)C(=O)c2cc(-c3cncnc3)cnc2O[C@H]1CN(C)C(=O)Cc1cccnc1,-14
CO[C@@H]1CN(C)C(=O)c2cc(NS(C)(=O)=O)ccc2OC[C@@H](C)N(Cc2nccs2)C[C@H]1C,-0.1
C[C@@H]1CN([C@@H](C)CO)C(=O)Cc2cc(NS(C)(=O)=O)ccc2O[C@@H]1CN(C)C,-0.2
COc1ccc(NC(=O)Nc2ccc3c(c2)C(=O)N([C@H](C)CO)C[C@@H](C)[C@@H](CN(C)S(=O)(=O)c2ccccc2)OCCCC[C@H](C)O3)cc1,-1.2
C[C@H](CO)N1C[C@H](C)[C@H](CN(C)C(=O)C2CCOCC2)Oc2ncc(-c3ccccc3)cc2C1=O,-0.8
COc1cccc(C#Cc2ccc([C@H]3[C@@H](C#N)N[C@@H]3CO)cc2)c1,-3.4
C[C@H](CO)N1C[C@H](C)[C@@H](CN(C)S(=O)(=O)c2ccc(Cl)cc2)Oc2c(NC(=O)C3CCOCC3)cccc2C1=O,0.3
Cc1ccccc1S(=O)(=O)N1C[C@H](O)COC[C@@H]2O[C@H](CC(=O)N3CCC(Cc4ccccc4)CC3)CC[C@H]21,-0.3
CC(C)CC#Cc1cnc2c(c1)C(=O)N([C@H](C)CO)C[C@H](C)[C@@H](CN(C)Cc1ccccc1)O2,1.4
Cc1noc(C)c1S(=O)(=O)N(C)C[C@@H]1Oc2c(NC(=O)c3cnccn3)cccc2C(=O)N([C@@H](C)CO)C[C@@H]1C,-1.6
CC(C)NC(=O)Nc1cccc2c1O[C@H](CN(C)Cc1ccc(C(=O)Nc3ccccc3N)cc1)[C@H](C)CN([C@H](C)CO)C2=O,0.4
CNC[C@H]1Oc2c(NC(=O)Nc3ccc(C(F)(F)F)cc3)cccc2C(=O)N([C@H](C)CO)C[C@@H]1C,-5.2
O=C(C[C@@H]1CC[C@@H]2[C@H](COC[C@@H](O)CN2C(=O)Nc2ccc(Cl)c(Cl)c2)O1)NCc1ccc(Cl)cc1,-0.1
C[C@@H]1CN([C@@H](C)CO)S(=O)(=O)c2ccc(C3=CCCC3)cc2O[C@@H]1CN(C)S(=O)(=O)c1cn(C)cn1,-0.7
C[C@H]1CN([C@@H](C)CO)C(=O)c2cccc(NC(=O)c3ccc(-c4nccs4)cc3)c2O[C@H]1CN(C)Cc1ccc(C(F)(F)F)cc1,-0.1
CO[C@H]1CN(C)C(=O)c2ccc(NS(=O)(=O)c3cccc(Cl)c3)cc2OC[C@H](C)NC[C@@H]1C,0.1
CC(=O)N1CC(=O)N2[C@H](CO)[C@H](c3ccc(-c4ccc(C(=O)N(C)C)cc4)cc3)[C@@H]2C1,-1.4
C[C@H](CO)N1C[C@H](C)[C@@H](CN(C)C(=O)Nc2ccc(F)cc2)Oc2ccc(NS(=O)(=O)c3ccc(F)cc3)cc2C1=O,-0.5
C[C@@H]1CN([C@@H](C)CO)S(=O)(=O)c2ccc(-c3cccnc3)cc2O[C@@H]1CN(C)Cc1ccncc1,0.1

# In the list so far, 4 contain a Cl atom.
SMILES,TcdB inh
C[C@H]1CN([C@@H](C)CO)C(=O)c2cccc(NS(=O)(=O)c3ccc(Cl)cc3)c2O[C@@H]1CN(C)C(=O)Nc1cccc2ccccc12,-1.9
C[C@H](CO)N1C[C@H](C)[C@@H](CN(C)S(=O)(=O)c2ccc(Cl)cc2)Oc2c(NC(=O)C3CCOCC3)cccc2C1=O,0.3
O=C(C[C@@H]1CC[C@@H]2[C@H](COC[C@@H](O)CN2C(=O)Nc2ccc(Cl)c(Cl)c2)O1)NCc1ccc(Cl)cc1,-0.1
CO[C@H]1CN(C)C(=O)c2ccc(NS(=O)(=O)c3cccc(Cl)c3)cc2OC[C@H](C)NC[C@@H]1C,0.1

# Going on with the list.
SMILES,TcdB inh
COCC(=O)N1CCCCN2[C@H](C1)[C@@H](c1ccc(C#Cc3ccccc3)cc1)[C@@H]2CO,0.2
COc1ccc(NC(=O)Nc2ccc3c(c2)C(=O)N([C@@H](C)CO)C[C@@H](C)[C@@H](CN(C)Cc2ccccc2)OCCCC[C@H](C)O3)cc1,-0.9
COc1cccc(-c2ccc3n(c2=O)C[C@@H]2[C@@H](CO)[C@H](C(=O)NC4CCC4)N(S(C)(=O)=O)[C@H]32)c1,-0.5
CC(=O)N(C)C[C@@H]1Oc2ncc(-c3ccc(C)cc3)cc2C(=O)N([C@H](C)CO)C[C@@H]1C,0.6
CCC(=O)N1CC2(C1)[C@H](c1ccc(-c3ccc(F)cc3)cc1)[C@@H](CO)N2S(C)(=O)=O,-0.3
COCC#Cc1cnc2c(c1)C(=O)N([C@@H](C)CO)C[C@H](C)[C@@H](CN(C)C(=O)c1cccnc1)O2,-0.1
C[C@@H]1CN([C@H](C)CO)C(=O)c2cc(NC(=O)c3ccccc3)ccc2O[C@@H](C)CCCCO[C@H]1CN(C)S(=O)(=O)c1ccc(Cl)cc1,-0.3
CCCNC(=O)C[C@@H]1CC[C@@H]2[C@H](COC[C@@H](O)CN2Cc2cccc(F)c2)O1,-0.5
C/C=C/c1ccc2c(c1)[C@H]1[C@H](CCN1S(=O)(=O)c1ccc(C)cc1)[C@H](CO)N2,0.7
N#C[C@H]1[C@H](c2ccccc2-c2ccccc2F)[C@@H](CO)N1C(=O)C1CCC1,0.4
COCC(=O)Nc1ccc2c(c1)[C@H]1C[C@H](CC(=O)NCc3ccc(OC)cc3)O[C@H](CO)[C@H]1O2,-0.8
COc1cccc(-c2ccc([C@H]3[C@@H](CO)N(C(C)=O)C34CN(C(C)=O)C4)cc2)c1,-0.5
Cc1ccc(-c2cnc3c(c2)C(=O)N([C@H](C)CO)C[C@H](C)[C@H](CN(C)CC2CCOCC2)O3)cc1,-0.2
C[C@H](CO)N1C[C@H](C)[C@@H](CN(C)S(=O)(=O)c2cn(C)cn2)Oc2ccc(NS(C)(=O)=O)cc2C1=O,-0.3
CCCN1[C@@H]2c3ccc(-c4cccnc4)c(=O)n3C[C@@H]2[C@@H](CO)[C@@H]1C(=O)NC1CCCC1,0.5
CCCNC(=O)N1CC2(C1)[C@H](c1ccccc1)[C@H](CO)N2C(=O)C1CC1,0.6
CO[C@H]1CN(C)C(=O)c2ccc(NS(=O)(=O)CC(F)(F)F)cc2OC[C@@H](C)N(C)C[C@H]1C,0.4
COCC(=O)N1CC[C@@H]2[C@H]1c1cc(-c3cccc(OC)c3)ccc1N(C)[C@H]2CO,13*
COCC#Cc1cnc2c(c1)C(=O)N([C@@H](C)CO)C[C@H](C)[C@@H](CN(C)C(=O)c1cnccn1)O2,0.8
C[C@H](CO)N1C[C@H](C)[C@H](CN(C)Cc2ccc(C(=O)O)cc2)Oc2ccc(NC(=O)Nc3ccc4c(c3)OCO4)cc2CC1=O,0.1
COc1ccccc1S(=O)(=O)N(C)C[C@H]1Oc2cc(C#CCC(C)C)ccc2S(=O)(=O)N([C@@H](C)CO)C[C@@H]1C,0.3
COc1ccc2c3c([nH]c2c1)[C@H](CO)N(S(=O)(=O)c1ccc(C)cc1)CC31CN(Cc2ccccc2)C1,-0.9
Cc1noc(C)c1NC(=O)Nc1cccc2c1O[C@H](CN(C)C(=O)Nc1ccccc1)[C@@H](C)CN([C@@H](C)CO)C2=O,0.5
C[C@H]1CN([C@@H](C)CO)C(=O)c2cccc(N(C)C)c2O[C@@H]1CN(C)Cc1ccc(C(=O)O)cc1,-0.6
COc1ccc(S(=O)(=O)N(C)C[C@H]2OCCCC[C@H](C)Oc3ccc(NS(=O)(=O)c4cccs4)cc3C(=O)N([C@H](C)CO)C[C@H]2C)cc1,-1.4

# Given with tabs: entries from further up.
SMILES	TcdB inh
C[C@H]1CN([C@@H](C)CO)C(=O)c2cccc(N(C)C)c2O[C@@H]1CN(C)Cc1ccc(C(=O)O)cc1	-0.6
C[C@@H]1CN([C@H](C)CO)C(=O)c2cc(NC(=O)c3ccccc3)ccc2O[C@@H](C)CCCCO[C@H]1CN(C)S(=O)(=O)c1ccc(Cl)cc1	-0.3

# Going on with the list:
SMILES,TcdB inh
C[C@@H]1CCCCO[C@H](CN(C)S(=O)(=O)c2cccs2)[C@@H](C)CN([C@H](C)CO)C(=O)c2cc(NC(=O)Nc3ccccc3)ccc2O1,-2.5
CCCNC(=O)[C@@H]1[C@@H](CO)[C@@H]2Cn3c(ccc(-c4ccc(OC)cc4)c3=O)[C@@H]2N1CCC,-1.1
COCc1cn(CC[C@H]2CC[C@@H](NC(=O)Nc3ccccc3)[C@@H](CO)O2)nn1,-18
C[C@H]1CN([C@@H](C)CO)C(=O)c2cccc(NS(C)(=O)=O)c2O[C@H]1CN(C)Cc1ccc(Oc2ccccc2)cc1,-1.2
CCC(=O)N1CC2(C1)CN(C(=O)c1cnccn1)[C@H](CO)c1c2c2ccc(OC)cc2n1C,-0.9
CO[C@H]1CN(C)C(=O)c2ccc(NC(=O)c3cccc(F)c3)cc2OC[C@@H](C)N(CC2CC2)C[C@H]1C,-0.6
CC(C)CC#Cc1ccc([C@H]2[C@H]3CN(C(=O)Cc4ccccc4)CC(=O)N3[C@H]2CO)cc1,0.2
C[C@H](CO)N1C[C@H](C)[C@H](CN(C)S(=O)(=O)c2cccs2)Oc2c(NS(=O)(=O)c3ccc(Cl)cc3)cccc2C1=O,0.9
COc1cccc(C#Cc2ccc3c(c2)O[C@H](CN(C)C)[C@H](C)CN([C@@H](C)CO)S3(=O)=O)c1,-2.4
O=C(C[C@H]1C[C@H]2c3cc(NC(=O)C4CCOCC4)ccc3O[C@H]2[C@H](CO)O1)NCCN1CCCCC1,-0.6
C[C@@H]1CN([C@H](C)CO)C(=O)c2cccc(NC(=O)C3CCOCC3)c2O[C@H]1CN(C)CC1CCCCC1,-0.1
C/C=C/c1cnc2c(c1)C(=O)N([C@@H](C)CO)C[C@@H](C)[C@@H](CN(C)Cc1ccc3c(c1)OCO3)O2,1.4
CCCNC(=O)N1[C@@H](C#N)[C@@H](c2ccc(-c3cccc(OC)c3)cc2)[C@@H]1CO,-0.2
Cc1ccc(S(=O)(=O)N(C)C[C@@H]2Oc3ccc(NC(=O)Nc4ccc5c(c4)OCO5)cc3CC(=O)N([C@@H](C)CO)C[C@H]2C)cc1,-0.7
CCC(=O)N1[C@H](CO)[C@H](c2ccc(C3=CCCC3)cc2)[C@H]1CNCC1CCCC1,0.2
C[C@@H](NC(=O)C[C@H]1C[C@H]2c3cc(NC(=O)Nc4ccccc4F)ccc3O[C@H]2[C@@H](CO)O1)c1ccccc1,0.8
O=C(Nc1ccc2c(c1)[C@@H]1C[C@@H](CC(=O)N3CCCCC3)O[C@H](CO)[C@@H]1O2)C1CCC1,-0.8
C[C@@H]1CN([C@H](C)CO)C(=O)c2cc(NS(=O)(=O)c3cccs3)ccc2O[C@@H](C)CCCCO[C@H]1CN(C)Cc1ccc(C(F)(F)F)cc1,0.5
N#C[C@@H]1[C@H](c2ccc(C3=CCCCC3)cc2)[C@@H](CO)N1C(=O)CN1CCOCC1,0.4
C[C@H]1CN([C@@H](C)CO)S(=O)(=O)c2ccc(-c3cccnc3)cc2O[C@H]1CN(C)CC1CCOCC1,-0.4
Cc1noc(C)c1NC(=O)N[C@@H]1CC[C@@H](CC(=O)NCc2ccc(Cl)c(Cl)c2)O[C@@H]1CO,-0.8
C[C@H](CO)N1C[C@H](C)[C@@H](CN(C)C(=O)CN2CCOCC2)Oc2cc(/C=C/c3ccccc3)ccc2S1(=O)=O,3.2
C[C@@H]1CN([C@H](C)CO)C(=O)c2cc(NS(=O)(=O)c3ccccc3)ccc2O[C@H]1CN(C)Cc1ccc2c(c1)OCO2,-0.7
CCc1cnc(N2[C@H](C#N)[C@@H](c3ccc(C#CC(C)C)cc3)[C@@H]2CO)s1,0.7
COc1ccccc1CNC(=O)C[C@H]1C[C@@H]2c3cc(NS(=O)(=O)c4ccc(F)cc4)ccc3O[C@@H]2[C@@H](CO)O1,-0.7

# As entered above:
# C[C@H](CO)N1C[C@H](C)[C@@H](CN(C)C(=O)CN2CCOCC2)Oc2cc(/C=C/c3ccccc3)ccc2S1(=O)=O @ TcdB inh: 3.2
# C[C@H](CO)N1C[C@H](C)[C@H](CN(C)C(=O)C2CCOCC2)Oc2ncc(-c3ccccc3)cc2C1=O @ TcdB inh: -0.8

# More structures follow:
SMILES,TcdB inh
CCCNC(=O)N(C)C[C@@H]1Oc2ncc(C#CC3CC3)cc2C(=O)N([C@@H](C)CO)C[C@@H]1C,0.2
C[C@@H]1CN([C@H](C)CO)S(=O)(=O)c2ccc(C#CC3(O)CCCC3)cc2O[C@@H]1CN(C)C,-0.3
CCC(=O)N1CC2(C1)[C@H](c1ccc(C3=CCCC3)cc1)[C@H](CO)N2C(=O)COC,0.0
Cc1noc(C)c1NC(=O)Nc1ccc2c(c1)C(=O)N([C@@H](C)CO)C[C@H](C)[C@@H](CN(C)S(=O)(=O)c1ccccc1)OCCCC[C@@H](C)O2,1.0
CN(C)C(=O)C[C@H]1CC[C@H](NS(=O)(=O)c2ccccc2)[C@H](CO)O1,-3.2
C[C@H](CO)N1C[C@H](C)[C@H](CN(C)S(=O)(=O)c2cccs2)Oc2ccc(NS(=O)(=O)c3cn(C)cn3)cc2CC1=O,0.9
COc1ccc(-c2ccc([C@H]3[C@H](CO)N4C(=O)CN(C(=O)C5CCCC5)C[C@@H]34)cc2)cc1,0.3

# The list is partial (hit frequency here may not be typical).
